Screening results as filed in PubChem.
SIAH1 antagonists = Siah-1 peptide-binding antagonists, primary screen, biochemical, fluorescence polarization, rhodamine-plectin, uHTS (AID 1817) | Siah-1 / rhodamine-plectin peptide fluorescence polarization; higher % means a stronger effect | E3 ubiquitin-protein ligase SIAH1 (Homo sapiens) | one-dose displacement, % at 20 µM; IC50 in µM for titrated hits | 0.02% of 290,000 active;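 active = displacement of at least 50% at 20 µM, with a fluorescence ratio check between 0.3 and a set limit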;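 also: plate controls were Siah plus tracer with DMSO for no effect and tracer alone without Siah for full effect; strong numbers were not always called active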
AID2073 = inhibitors of Mint1-CaV2.2 protein interaction, biochemical, HTRF (AID 2073) | Voltage-dependent N-type calcium channel subunit alpha-1B (Homo sapiens) | HTRF protein-protein interaction, Mint1-CaV2.2; higher % means a stronger effect | one-dose inhibition, % at 20 µM; IC50 in µM for titrated hits | 0.19% of 290,000 active; in the data active = inhibition mostly above about 51%, no sharp cut-off; inconclusive = no clear call, values can overlap the other calls; inactive = mostly below about 53%; also: some results filed as inactive read as strong as hits
LYP phosphatase = inhibitors of LYP phosphatase, biochemical, fluorescence intensity, uHTS (AID 1779) | one-dose inhibition, % at 11.5 µM; IC50 in µM for titrated hits | 0.054% of 290,000 active | recombinant LYP phosphatase, fluorescence intensity; higher % means a stronger effect; in the data active = inhibition above about 50%;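 also: plate controls were vehicle with enzyme for no effect and no enzyme for full effect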
Active calls of the source: *; ? = inconclusive.

SMILES | SIAH1 antagonists | AID2073 | LYP phosphatase
C[C@@]12C(=O)N(CC3CC3)CC(=O)N1[C@H](/C=C/c1ccccc1)[C@@H]1C(=O)N(c3ccccc3)C(=O)[C@@H]12 | -2% | 19% | -4%
COc1cccc(CNC(=O)c2ccc3c(c2)S(=O)(=O)N=C2CCCCCN23)c1 | -3% | 24% | -7%
COc1ccc(C(=O)NNC(=O)CCc2ccccc2OC)cc1 | -2% | -2% | -7%
O=C(NCCN1CCOCC1)c1ccccc1N1C(=O)[C@@H]2Cc3c([nH]c4ccccc34)C(c3ccccc3)N2C1=O (some centres not stated) | 0% | 12% | -9%
Cc1c(OCC(=O)N2CCC(C(N)=O)CC2)ccc2c1oc(=O)c1ccccc12 | 1% | 34% | -10%
CCCn1nc(NC(=O)COC)c2cc3cccc(C)c3nc21 | -1% | 14% | -6%
CC(=O)N1CCc2cc(S(=O)(=O)NCCCN3CCCCC3)ccc21 | 1% | 7% | -6%
CN1CCN(S(=O)(=O)c2ccc(NC(=O)c3ccc(F)cc3Cl)cc2)CC1 | -3% | -5% | -10%
COC(=O)CCC(=O)c1ccn(S(=O)(=O)c2ccccc2)c1 | -2% | 9% | -8%
O=C(NCc1ccc(Cl)cc1)c1cccc(NC2=NC3CS(=O)(=O)CC3S2)c1 (configuration not stated) | -3% | 5% | -3%
CCc1ccc(S(=O)(=O)N/N=C\c2ccc3c(c2)OCO3)cc1 | 0% | 13% | 4%
FC(F)Oc1ccc(N=C2SCC3CCCCN23)cc1 (configuration not stated) | 3% | -2% | -9%
Cc1cc([N+](=O)[O-])ccc1NC(=O)CCC(=O)N1CCCC1 | 4% | 0% | -1%
FC(F)(F)c1ccc(-c2nnc(-c3cccnc3)o2)cc1 | 4% | 6% | 0%
Nc1nonc1-n1nnc(C(=O)N/N=C/c2ccccc2Br)c1CN1CCCC1 | 10% | 43% | -5%
CSc1ccccc1OCc1cc(C(=O)NCCn2nc(C)cc2C)no1 | 1% | -4% | -4%
COc1ccc(CN2C(=O)c3cccnc3C2=O)cc1S(=O)(=O)NC(C)C | 5% | -7% | -6%
CCn1c(=O)c(CCC(=O)N2CCN(c3ccccn3)CC2)c(C)c2c(C)nn(-c3ccccc3)c21 | -2% | 29% | 8%
COc1nccnc1NS(=O)(=O)c1ccc(N)cc1 | 5% | 14% | -6%
O=C(CS(=O)(=O)c1ccc(Cl)cc1)NCc1ccccc1 | 3% | 8% | -8%
CC(C)CC(=O)/C(=C/c1ccc(N(C)C)cc1)n1cncn1 | 4% | 14% | -2%
CC(=O)c1ccc(NC(=O)CSc2ccc(-c3sc(C)nc3C)nn2)cc1 | -1% | 19% | -4%
CC(=O)c1cccc(NC(=O)c2sc(Cl)nc2C)c1 | -2% | 5% | -4%
O=C(NCc1ccc(F)cc1)c1cccs1 | -7% | 4% | -3%
O=C(NC(Cc1ccccc1)C(=O)O)C1CCN(S(=O)(=O)c2ccccc2C(F)(F)F)CC1 (configuration not stated) | -5% | 10% | -10%
New compounds follow:
SMILES | SIAH1 antagonists | AID2073 | LYP phosphatase
COC(=O)c1ccc(CNC(=O)C2CCC(=O)N(CCCc3ccccc3)C2)cc1 (configuration not stated) | -4% | 5% | -8%
COc1ccc(C(NC(=O)CC(C)C)c2c(O)ccc3ccccc23)cc1 (configuration not stated) | 0% | 15% | 0%
Cn1nccc1C(=O)N1CCCC(C(=O)c2ccc(Oc3ccccc3)cc2)C1 (configuration not stated) | -4% | 8% | -10%
COc1cc(NC(=O)COc2cccc(C)c2C)ccc1NC(=O)c1ccco1 | 11% | 6% | -10%
C=CCN1C(=O)/C(=C\C(C)=C\c2ccccc2)SC1=S | 3% | 15% | -6%
CN(C)c1cccc2c1c(NS(=O)(=O)c1cn(C)cn1)nn2C | -4% | -11% | -6%
CN(C(=O)Cn1c(=O)oc2cc(S(=O)(=O)N3CCCC3)ccc21)C1CCCCC1 | -3% | 2% | -9%
COc1ccc(S(=O)(=O)NC2CC(C)(C)NC(C)(C)C2)c2ccccc12 | -1% | 4% | -11%
COCCNC(=O)c1ccc2c(c1)C(=O)c1ccccc1-2 | -2% | -8% | -9%
COc1ccccc1S(=O)(=O)N1CCC(C(=O)O)(c2ccccc2)CC1 | -2% | 8% | -8%
Cc1nc(Cl)cc(N/N=C/c2ccccc2)n1 | 0% | 6% | 3%
CC(/C=N/NC(=O)c1nnn(-c2nonc2N)c1CN1CCCCC1)=C\c1ccccc1 | 1% | 7% | 13%
CCN(CC)S(=O)(=O)c1ccc(F)c(C(=O)OC2CC(C)OC2=O)c1 (configuration not stated) | -6% | 4% | -12%
COc1ccc(NC(=O)C(CC(C)C)NC(=O)C2CCC(C)CC2)cc1 (configuration not stated) | -3% | -5% | -9%
COc1cc(NC(=O)c2cc(-c3ccccc3)on2)cc(OC)c1OC | -1% | 18% | -7%
COc1ccc(C(=O)O/N=C(\N)c2ccccc2Cl)cc1OC | 0% | 3% | -4%
CC(C)c1ccc(NC(=O)CSc2nc3ccsc3c(=O)n2CCC(=O)O)cc1 | -8% | 3% | -6%
COc1cccc(/C=N\NS(=O)(=O)c2ccccc2)c1OC | 0% | -21% | -7%
C[n+]1ccccc1/C=C/c1ccccc1Cl | 0% | -4% | -8%
CCCCN(Cc1ccccc1)C(=O)C1CCC(=O)N(CCc2ccccn2)C1 (configuration not stated) | 2% | 2% | -9%
CCC(=O)N1c2ccc(S(=O)(=O)CCC(=O)N3CCN(c4ccccc4F)CC3)cc2CC1C (configuration not stated) | 8% | -4% | -9%
COc1ccc(S(=O)(=O)N2CCC(C(=O)Nc3ccccc3N3CCCCC3)CC2)cc1OC | 14% | 5% | -2%
Cc1occc1C(=O)N1CCCC(N2CCN(c3cccc(C(F)(F)F)c3)CC2)C1 (configuration not stated) | 4% | 1% | -7%
Cc1cccc(NC(=O)C2CCN(S(C)(=O)=O)CC2)c1C | 5% | -6% | -7%
O=C(NCCc1ccc(Cl)cc1)c1ccc(=O)[nH]c1 | 0% | 6% | -10%
(continued)
SMILES | SIAH1 antagonists | AID2073 | LYP phosphatase
COc1cc(NC(=O)CSc2ncnc3sc4c(c23)CCCC4)c(C(=O)O)cc1OC | 2% | -48% | -8%
Cc1ccc2nc(-c3ccccc3C)oc(=O)c2c1 | -2% | 2% | -6%
COc1ccc(NC(=O)C2CCN(S(=O)(=O)c3ccc(N4CCCC4=O)cc3)CC2)c(OC)c1 | -6% | 15% | -2%
Cc1cc(S(=O)(=O)N2CCCC2)ccc1OCC(=O)NCc1ccccn1 | 2% | -2% | -11%
Cc1ccccc1C(=O)NC1CC2CCCC(C1)N2Cc1ccc(Cl)cc1 (configuration not stated) | 2% | -3% | -10%
Cc1cc(NC(=O)Nc2ccc(Cl)cc2)n(C(C)(C)C)n1 | 3% | 11% | -10%
NS(=O)(=O)c1cccc(NC(=O)CCCC2CCCCC2)c1 | 2% | 9% | -6%
COc1cccc(NC(=O)CS(=O)(=O)Cc2nc(-c3ccc(C)cc3)oc2C)c1 | 0% | 10% | -6%
O=C(CN1C(=O)c2ccccc2S1(=O)=O)NCCc1ccccc1 | -2% | 16% | -1%
CC/C(=N\Nc1nncc2ccccc12)c1ccc(F)cc1 | -3% | 8% | -10%
COC(=O)c1ccc2c(c1)NC(=O)c1ccccc1S2 | 2% | 4% | -2%
Cc1ccc(C)c(C(=O)CCC(=O)Nc2ccc(F)cc2)c1 | 4% | -8% | -8%
O=C(NC1CCCCC1)C(c1ccccc1)N(C(=O)c1csnn1)C1CCCC1 (configuration not stated) | -4% | -6% | -8%
CCOC(=O)c1c(C)[nH]c(C)c1S(=O)(=O)NC1CCN(C(=O)OCC)CC1 | 6% | 17% | -11%
COc1ccccc1/C=C/CN1CCCCC1 | 0% | ? | 0%
Cc1ccc(C(=O)NCc2ccco2)cc1 | -4% | 32% | -10%
CC(OC(=O)CN1C(=O)c2ccccc2C1=O)C(=O)NC1CCCC1 (configuration not stated) | 5% | 15% | -6%
COc1cc(CNC(C)C23CC4CC(CC(C4)C2)C3)ccc1OCC(=O)NC(C)(C)C (configuration not stated) | -3% | 10% | -9%
COc1ccc(OC)c(NC(=S)N2CCCC2)c1 | -8% | -9% | -10%
COCCN(CC1CCCN(C2Cc3ccccc3C2)C1)C(=O)CCC(C)=O (configuration not stated) | -4% | -2% | -14%
COc1ccc(CCNC(=O)C2CCN(C(=O)c3ccccc3C)CC2)cc1 | -4% | 11% | -8%
COc1ccc(OC)c(NC(=O)c2ccc(S(=O)(=O)N3CCOCC3)cc2)c1 | 3% | -3% | -10%
O=C(NCc1cccnc1)Nc1ccc(Cl)cc1 | -2% | 7% | -4%
COc1cc(/C=C/C(=O)c2ccc3c(c2)OCCO3)cc(Br)c1OCC(=O)N(C)C | 0% | 12% | -6%
Nc1ccc(SCc2cccnc2)cc1 | -7% | -13% | -6%
(further entries)
SMILES | SIAH1 antagonists | AID2073 | LYP phosphatase
O=C(Cc1ccccc1)NCC(=O)OCC(=O)c1ccc(F)cc1 | -1% | 6% | -3%
CC1CCC2C(=O)N(c3cccc(C(=O)Nc4ccc(F)cc4)c3)C(=O)C2C1 (configuration not stated) | 10% | -5% | -9%
CCOC(=O)C1=C(C)N(C)C(=O)NC1c1ccc2c(c1)OCO2 (configuration not stated) | -1% | 11% | -1%
CC(=O)Nc1ccc(NC(=S)NC(=O)C2CC2)cc1 | -1% | 2% | -8%
O=C(c1ccccc1)c1c[nH]c2ccccc12 | 4% | -6% | -5%
O=C(c1ccc(CS(=O)Cc2ccc(Cl)cc2)o1)N1CCN(c2ccc(F)cc2)CC1 (configuration not stated) | 1% | 7% | 2%
CCCCc1ccc(N2C(=NC(=O)C3CCCO3)SC3CS(=O)(=O)CC32)cc1 (configuration not stated) | -3% | 9% | -11%
COc1ccc(CCN2C(=S)N(c3ccccc3)C(=O)C2CC(=O)O)cc1OC (configuration not stated) | 4% | 17% | -7%
COc1ccccc1CN1CCC(CNS(=O)(=O)c2cc(-c3onc(C)c3C)ccc2OC)CC1 | -1% | 2% | -5%
COc1ccc(OC)c(CCNC(=O)Cn2nc(C)c3c(C)n(-c4ccccc4)nc3c2=O)c1 | 2% | -11% | -5%
COc1ccc(C(CNC(=O)C(Cc2ccccc2)NC(N)=O)N(C)C)cc1 (configuration not stated) | -5% | 12% | -13%
Cc1ccc([C@@H]2[C@@H]3C(=O)N(c4ccccc4)C(=O)[C@@H]3[C@]3(C)C(=O)N(Cc4ccccc4)CC(=O)N23)o1 | -1% | -2% | -7%
CC(C)CNS(=O)(=O)c1ccc(C(=O)Nc2ccc3c(c2)OCO3)cc1 | 0% | 17% | -4%
COc1ccccc1-n1c(-c2ccc(F)cc2)coc1=O | 1% | 18% | -1%
COc1cccc(CNC(=O)CSc2nnc3c(n2)[nH]c2ccccc23)c1 | -10% | 19% | -6%
CCOc1ccccc1NC(=O)c1cccc(NC2=NC3CS(=O)(=O)CC3S2)c1 (configuration not stated) | -1% | -10% | -13%
CN1CC(=O)Nc2ccc(Br)cc2C1=O | -3% | 6% | -3%
COCCCC1CCN(C(=O)C2CCC(=O)N(CCc3ccccc3)C2)CC1 (configuration not stated) | 3% | 2% | -2%

15 of the compounds above, with two lines to a compound.
Below each compound – SIAH1 antagonists	AID2073	LYP phosphatase
CC(=O)Nc1ccc(NC(=S)NC(=O)C2CC2)cc1
    -1%	2%	-8%
O=C(c1ccccc1)c1c[nH]c2ccccc12
    4%	-6%	-5%
O=C(c1ccc(CS(=O)Cc2ccc(Cl)cc2)o1)N1CCN(c2ccc(F)cc2)CC1 (configuration not stated)
    1%	7%	2%
CCCCc1ccc(N2C(=NC(=O)C3CCCO3)SC3CS(=O)(=O)CC32)cc1 (configuration not stated)
    -3%	9%	-11%
COc1ccc(CCN2C(=S)N(c3ccccc3)C(=O)C2CC(=O)O)cc1OC (configuration not stated)
    4%	17%	-7%
COc1ccccc1CN1CCC(CNS(=O)(=O)c2cc(-c3onc(C)c3C)ccc2OC)CC1
    -1%	2%	-5%
COc1ccc(OC)c(CCNC(=O)Cn2nc(C)c3c(C)n(-c4ccccc4)nc3c2=O)c1
    2%	-11%	-5%
COc1ccc(C(CNC(=O)C(Cc2ccccc2)NC(N)=O)N(C)C)cc1 (configuration not stated)
    -5%	12%	-13%
Cc1ccc([C@@H]2[C@@H]3C(=O)N(c4ccccc4)C(=O)[C@@H]3[C@]3(C)C(=O)N(Cc4ccccc4)CC(=O)N23)o1
    -1%	-2%	-7%
CC(C)CNS(=O)(=O)c1ccc(C(=O)Nc2ccc3c(c2)OCO3)cc1
    0%	17%	-4%
COc1ccccc1-n1c(-c2ccc(F)cc2)coc1=O
    1%	18%	-1%
COc1cccc(CNC(=O)CSc2nnc3c(n2)[nH]c2ccccc23)c1
    -10%	19%	-6%
CCOc1ccccc1NC(=O)c1cccc(NC2=NC3CS(=O)(=O)CC3S2)c1 (configuration not stated)
    -1%	-10%	-13%
CN1CC(=O)Nc2ccc(Br)cc2C1=O
    -3%	6%	-3%
COCCCC1CCN(C(=O)C2CCC(=O)N(CCc3ccccc3)C2)CC1 (configuration not stated)
    3%	2%	-2%

Only part of the results is shown, so the mix of outcomes need not match the whole.
